NOD1 inhibition: NOD1 signaling inhibitors, primary screen, cell-based, luminescence, uHTS (AID 1578); NOD1-driven NF-kB luciferase reporter cells, luminescence; higher % means a stronger effect; inhibition, % at 4 µM, or EC50 in µM where a hit was titrated; actives 1% (n = 290,000); in the data active = inhibition mostly above about 36%, no sharp cut-off; inactive = mostly below about 34%;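 note: HEK-293T reporter cells stimulated with the NOD1 agonist gamma-tri-DAP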
Salmonella PhoP GFP: PhoP-dependent GFP reporter repression – Salmonella Typhimurium, primary screen (AID 1863). S. Typhimurium PhoP-regulated promoter GFP reporter, 4 h; higher % means a stronger effect. one-dose inhibition, % at 50 µM; IC50 in µM for titrated hits. actives 0.16% (n = 300,000);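 active = inhibition over 29.93%, a cutoff 3 SD above the screen mean, later confirmed by dose response; inconclusive = inhibition over 29.93% but no dose response follow-up; inactive = inhibition at most 29.93% or unconfirmed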;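 note: 0% = low Mg2+ inducing control and 100% = high Mg2+ repressing control; strong numbers were not always called active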
KOR beta-arrestin-1: kappa opioid receptor activators – cell-based, luminescence, uHTS, primary screen (AID 1777) | actives 0.02% (n = 280,000) | KOR beta-arrestin recruitment, luminescence; higher % means a stronger effect | activation, % at 10 µM; hits with a dose series show EC50 in µM; in the data active = activation above about 50%, passing the limit was not always enough; note: a part of the inactive calls stands beside numbers as strong as those of hits
LYP phosphatase: inhibitors of LYP phosphatase, biochemical, fluorescence intensity, uHTS (AID 1779); recombinant LYP phosphatase, fluorescence intensity; higher % means a stronger effect; inhibition, % at 11.5 µM, or IC50 in µM where a hit was titrated; actives 0.054% (n = 290,000);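 note: plate controls were vehicle with enzyme for no effect and no enzyme for full effect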
KOR beta-arrestin-2: KOR antagonists, beta-arrestin recruitment, cell-based, luminescence, uHTS (AID 1778) | KOR beta-arrestin recruitment, luminescence, antagonist mode; higher % means a stronger effect | one-dose inhibition, % at 10 µM; IC50 in µM for titrated hits | actives 0.091% (n = 290,000); note: strong numbers were not always called active
Myeloid diff 2: compounds promoting myeloid differentiation. actives 1% (n = 360,000). calls only at 10 µM. AID 624256. ER-HoxA9 myeloid progenitors, lysozyme-GFP differentiation, flow cytometry;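 active = normalized GFP-positive differentiation at or above the plate's own cutoff, the solvent-only control mean plus 3 SD; inconclusive = no clear call, values can overlap the other calls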;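 note: cells exposed to compound for four days before flow analysis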
NOD2 inhibition: NOD2 signaling inhibitors, cell-based, luminescence, uHTS, HEK293 (AID 1566) | HEK293 NOD2/NF-kB luciferase reporter, luminescence; higher % means a stronger effect | inhibition, % at 4 µM, or EC50 in µM where a hit was titrated | actives 0.63% (n = 290,000); note: many of its hits are not listed in these tables
Siah-1 displacement: blockers of Siah-1 interaction with plectin peptide – biochemical, fluorescence polarization, rhodamine-plectin, uHTS, primary screen (AID 1817) | Siah-1 / rhodamine-plectin peptide fluorescence polarization; higher % means a stronger effect | displacement, % at 20 µM, or IC50 in µM where a hit was titrated | actives 0.02% (n = 290,000);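 active = displacement of at least 50% at 20 µM, with a fluorescence ratio check between 0.3 and a set limit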;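 note: plate controls were Siah plus tracer with DMSO for no effect and tracer alone without Siah for full effect; strong numbers were not always called active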
HIV fusion peptide: inhibitors of HIV fusion peptide binding, primary screen, biochemical, uHTS, fluorescence dequenching (AID 1986). one-dose inhibition, % at 20 µM; IC50 in µM for titrated hits. actives 0.3% (n = 290,000). cell-free peptide binding, fluorescence dequenching, 30 min; higher % means a stronger effect; in the data active = inhibition mostly above about 52%, no sharp cut-off; inactive = mostly below about 76%; note: some results filed as inactive read as strong as hits
Myeloid diff 2 GFP+ MAC1+ %: further read-out of Myeloid diff 2, marked with its call; GFP+ MAC1+ double positive, %; measured here: differentiation confirmed by MAC1 staining
An asterisk follows results filed as active; i = inactive; ? = inconclusive; / = no result given; & = joins results of further samples; [ ] = dose if it differs, or a comment. Cut-off read from the data, not from the text of the source, unless noted: active = inhibition above about 50%; inactive = the rest. An excerpt. The share of hits here may be higher or lower than overall.

SMILES	NOD1 inhibition	Salmonella PhoP GFP	KOR beta-arrestin-1	LYP phosphatase	KOR beta-arrestin-2	Myeloid diff 2	Myeloid diff 2 GFP+ MAC1+ %	NOD2 inhibition	Siah-1 displacement	HIV fusion peptide
COc1ccc(Cl)cc1NC(=O)c1nc2nc(C)cc(C(F)F)n2n1	-5%	-2%	1.5%	-2%	-12%	i	3.4	19%	-2%	1.7%
O=C(NCCC(c1ccccc1)c1ccccc1)c1cnccn1	-7%	-5%	-2.7%	-9%	/	i	0.7	10%	-6%	-0.1%
Cc1ccc(-n2c(C)cc(/C=N/NC(=O)c3ccc(CN4CCOCC4)cc3)c2C)cc1	4%	0%	2.3%	4%	-30%	i	1.1	16%	1%	-1.9%
CCN1C(=O)/C(=C2/C=Cc3cc(C)ccc3N2CC)N(C)C1=S	-8%	8%	-9.8%	3%	21%	i	0.9	22%	-1%	-4.3%
COC(=O)c1cccc(NC(=S)Nc2cc(Cl)ccc2OC)c1	-27%	-2%	0.9%	-2%	-10%	i	0.6	7%	12%	1.7%
COc1cccc(CN2CC(C(=O)NCCn3cccn3)CCC2=O)c1 (stereo not drawn)	-16%	-5%	-2.0%	-6%	24%	?	/	-9%	1%	0.4%
C#CCNC(=O)C1=C[C@@H](c2ccc(Br)cc2)C[C@@H](OCCCCO)O1	-7%	2%	-4.5%	-9%	-22%	i	0.9	-9%	-6%	3.6%
N#CCCN(CCC#N)C(=O)COc1ccc(Cl)cc1Cl	-10%	-11%	-2.7%	-2%	14%	i	0.4	8%	11%	2.5%
CNC(=S)N/N=C(\C)c1ccc(N2CCOCC2)cc1	-41%	9%	-3.6%	0%	31%	?	/	-6%	3%	0.4%
S=c1sc(SCCOc2ccccc2)nn1-c1ccccc1	-16%	-3%	-4.7%	-2%	8%	i	0.8	16%	-3%	-0.4%
CCc1ccc(NC(=O)CCS(=O)(=O)c2ccc(Cl)cc2)cc1	-12%	0%	2.4%	-5%	-35%	i	0.5	4%	1%	-1.2%
O=C(CSc1nnc(-c2cccnc2)n1Cc1ccccc1)NCc1ccco1	9%	-3%	-6.2%	-6%	-4%	i	4.6	13%	1%	0.5%

Entries of single compounds from above. Screens in order: NOD1 inhibition, Salmonella PhoP GFP, KOR beta-arrestin-1, LYP phosphatase, KOR beta-arrestin-2, Myeloid diff 2, Myeloid diff 2 GFP+ MAC1+ %, NOD2 inhibition, Siah-1 displacement, HIV fusion peptide
`O=C(CSc1nnc(-c2cccnc2)n1Cc1ccccc1)NCc1ccco1` as listed: 9%, -3%, -6.2%, -6%, -4%, i, 4.6, 13%, 1%, 0.5%
`N#CCCN(CCC#N)C(=O)COc1ccc(Cl)cc1Cl` as listed: -10%, -11%, -2.7%, -2%, 14%, i, 0.4, 8%, 11%, 2.5%

Continuation:
SMILES	NOD1 inhibition	Salmonella PhoP GFP	KOR beta-arrestin-1	LYP phosphatase	KOR beta-arrestin-2	Myeloid diff 2	Myeloid diff 2 GFP+ MAC1+ %	NOD2 inhibition	Siah-1 displacement	HIV fusion peptide
CCOC(=O)N1CCN(C(=O)C(C)n2nc(C)n3c(cc4sccc43)c2=O)CC1 (stereo not drawn)	-38%	-5%	5.5%	1%	-95%	i	1.7	4%	-4%	-0.8%
COc1cc(C(=O)Nc2cccc(-c3nc4cc(C)ccc4o3)c2)cc(OC)c1OC	/	0%	3.3%	-8%	-20%	i	0.0	/	-4%	0.4%
COC(=O)c1ccc(Cl)c(NC(=O)CN2CCN(C)CC2)c1	-16%	6%	1.6%	5%	0%	i	4.6	-7%	2%	0.1%
Cc1cc(C)cc(C(=O)N2CCC(CCC(=O)NC3CC3)CC2)c1	-7%	-2%	0.7%	-6%	18%	?	/	-4%	-3%	-2.6%
NS(=O)(=O)c1ccc(NC(=O)Nc2ccc3c(c2)OCO3)cc1	-11%	6%	-6.4%	-4%	13%	i	1.6	-92%	0%	-0.2%
CC(C)(C)NC(=O)CSc1nnc(-c2ccncc2)o1	26%	31%	0.6%	-6%	8%	i	0.8	19%	-1%	-0.1%
Cc1cccc2cc(CN(Cc3cccnc3)C(=O)c3ccccc3F)c(Cl)nc12	-35%	-1%	2.2%	2%	-2%	i	1.5	10%	13%	-0.6%
CCOC(=O)C1CCN(C2=NC(=O)/C(=C/c3ccc(OC)c(OC)c3)S2)CC1	2%	1%	-1.8%	-2%	-20%	i	0.8	2%	-4%	0.7%
Cc1ccccc1NC(=O)COc1ccc2c(c1)OC(C)(C)CC2=O	-4%	-1%	0.5%	-4%	-14%	i	0.1	-14%	3%	0.1%
Cc1[nH]n(-c2ccccc2)c(=O)c1N=Nc1ccc(C(=O)O)cc1	-1%	-3%	-5.4%	-4%	-14%	i	0.5	46%	-2%	2.8%
Cn1/c(=N/N=C/c2ccc([N+](=O)[O-])cc2)sc2ccccc21	-50%	20%	5.9%	-6%	-26%	/	/	-71%	36%	8.4%
Cc1c(C(=O)OCC(=O)NC(C)c2ccccc2)oc2ccccc12 (stereo not drawn)	-12%	8%	-5.1%	-9%	8%	i	0.7	13%	0%	0.1%
O=C(CSc1nnc(-c2ccccc2)n1Cc1ccccc1)NC1CC1	-8%	7%	-2.6%	-11%	11%	i	4.7	1%	-2%	-0.2%
O=[N+]([O-])c1ccc(Cl)cc1Sc1nc2ccccc2o1	-36%	0%	31%	-2%	-17%	i	1.9	5%	1%	0.6%
CN1C(=O)C2(OCC(CO)([N+](=O)[O-])CO2)c2ccccc21 (stereo not drawn)	0%	11%	-2.5%	-7%	7%	i	0.3	12%	-5%	-0.4%
O=C(Nc1cccc(Cl)c1)NC1CCCCC1	-34%	15%	2.8%	-7%	12%	i	0.7	-48%	4%	-1.9%
N#Cc1ccc(COC(=O)CC(NC(N)=O)c2ccc(Cl)cc2)cc1 (stereo not drawn)	28%	0%	3.6%	-4%	24%	i	0.2	16%	3%	2.8%
CC(=O)N1CCN(S(=O)(=O)c2cccc(C(=O)Nc3ccccc3N3CCOCC3)c2)CC1	12%	-3%	4.5%	-3%	-22%	i	0.3	17%	-8%	-0.4%
C=CCNC1=C(Cl)C(=O)N(c2ccccc2Cl)C1=O	-11%	3%	-3.1%	-8%	-3%	i	10	6%	0%	3.1%
CCNC(=O)CC1C(=O)N(c2ccc(F)cc2)C(=O)N1Cc1ccccn1 (stereo not drawn)	-8%	-2%	-3.5%	-10%	10%	i	4.0	-6%	-1%	2.8%
O=C(CN1CCN(C/C=C/c2ccccc2)CC1)NC(=O)NC1CCCCC1	-18%	-6%	4.8%	-8%	-21%	i	0.6	0%	12%	1.1%
CC(C)Oc1cc(NC(=O)CSCC(=O)Nc2cccc(C(F)(F)F)c2)c(Cl)cc1Cl	-2%	-5%	3.0%	0%	-12%	i	2.3	2%	-3%	-1.3%
COc1ccc(NS(=O)(=O)c2ccc3oc(SCc4ccc(F)cc4)nc3c2)cc1	27%	4%	-2.0%	-3%	16%	i	0.7	16%	10%	-0.2%
Cc1ccc(N(CC(=O)Nc2ccc(Br)c(C)c2)S(=O)(=O)c2c(C)[nH]c(=O)[nH]c2=O)cc1	-17%	-8%	-0.4%	-3%	-20%	i	0.0	46%	1%	13%
CCOc1ccc(OCc2cccc(C(=O)N3CCCCCC3)c2)cc1	-8%	3%	-2.7%	-1%	-16%	i	0.7	-155%	0%	-0.6%
CNCCCCOc1ccccc1Cc1ccccc1	-8%	0%&-4%	-6.3%	-4%	-3%	/	/	6%	8%	-1.3%
CC1CN(C2CCN(S(=O)(=O)c3ccc(F)cc3)CC2)CC(C)O1 (stereo not drawn)	-9%	18%	-2.7%	-8%	-24%	i	0.9	-4%	3%	0.6%
CC(C)(C)c1csc(NC(=O)c2c(F)c(F)c(F)c(F)c2F)n1	-18%	-3%	-1.3%	-2%	4%	i	0.1	2%	0%	1.8%
CC1CN(C(=S)Nc2ccc(Br)cc2)CC(C)O1 (stereo not drawn)	-17%	0%	-0.3%	-7%	-2%	i	0.2	-4%	11%	0.0%
O=C1Nc2ccccc2OCc2c1cccc2[N+](=O)[O-]	-6%	-2%	-1.7%	1%	-5%	i	0.5	22%	7%	-0.5%
Cc1ccccc1S(=O)(=O)Nc1ncnc2scc(-c3ccccc3)c12	2%	-2%	7.2%	-6%	-120%	i	0.1	8%	-4%	20%
COc1ccc(-c2noc(CCC(=O)NCc3cccnc3)n2)cc1	-9%	2%	4.4%	-4%	-7%	i	0.9	-15%	-4%	-0.1%
Nc1nccc(/C=C/c2ccc(Cl)cc2)n1	1%	-5%	4.3%	-8%	-13%	i	0.9	-59%	1%	-1.0%
CC(Oc1ccc(Cl)cc1)C(=O)Nc1ccc(S(=O)(=O)N2CCOCC2)cc1 (stereo not drawn)	-13%	-3%	2.2%	-8%	-5%	i	0.4	15%	6%	0.9%
CCc1nnc(NC(=O)c2cc(-c3ccccc3)nn2-c2ccccc2)s1	27%	1%	-1.2%	-3%	0%	i	4.2	38%	5%	-0.8%
Cc1ccc(NC(=O)/C(=C\C=C\c2ccccc2)NC(=O)c2ccccc2)cc1	-25%	-9%	-1.3%	20%	-6%	i	0.6	-2%	2%	0.0%
O=C1C(Cl)=C(N2CCOCC2)C(=O)N1c1cccc(Cl)c1	15%	-7%	-2.6%	-14%	1%	i	6.9	7%	-1%	-1.0%
COc1ccc(C(O)P(=O)(OCCC(C)C)c2ccc(N(C)C)cc2)cc1OC (stereo not drawn)	-7%	-3%	1.4%	-2%	38%	i	0.8	24%	3%	0.5%
CCc1ccc(NC(=O)Cn2c(=O)n(CCCC(=O)NCc3ccco3)c(=O)c3ccccc32)cc1	-21%	7%	5.3%	-4%	-10%	i	1.3	2%	-4%	-1.7%
COc1ccc(OC)c(CCNC(=O)CCn2ccc3cc(S(=O)(=O)N4CCCC4)ccc32)c1	-14%	-5%	5.5%	-7%	-20%	i	8.2	0%	1%	1.0%
O=C1Nc2cc(C(=O)NCCCN3CCOCC3)ccc2S/C1=C/c1ccccc1F	7%	-7%	3.6%	-4%	-3%	?	/	38%	2%	-0.6%
O=C1c2cccnc2C(=O)N1Cc1ccc(F)cc1	3%	4%	-0.7%	-7%	12%	i	2.5	11%	3%	-1.1%
COc1ccc(CN=C2Nc3ccccc3CS2)cc1	-79%	29%	-2.2%	-7%	4%	i	1.0	-115%	1%	1.7%
Cc1cc(C)c(C#N)c(SCc2cn3ccccc3n2)n1	18%	40%	-0.8%	-3%	12%	i	0.1	-16%	-8%	-1.2%
COC(=O)[C@@]1(Cc2ccc(F)cc2)[C@H]2c3cc(C(=O)N(C)C)n(CCc4ccccn4)c3C[C@H]2CN1C(=O)c1ccccc1	6%	2%	-0.4%	2%	-5%	/	/	5%	5%	0.4%
O=C(Nc1ccc(C(=O)NN2C(=O)c3ccccc3C2=O)cc1)c1ccccc1	-13%	-7%	8.4%	-11%	16%	i	0.9	8%	-3%	0.7%
COC(=O)c1sc(NC(=O)c2ccncc2)nc1C	-27%	2%	9.4%	-4%	-48%[20 µM]	i	0.2	9%	-2%	-0.4%
Cn1c(SCC(=O)Nc2cccc3ccccc23)nc(O)cc1=O	-17%	1%	-6.3%	2%	19%	i	1.2	3%	0%	8.7%
